Bioassay records (PubChem BioAssay)
TNAP activators: human TNAP enzyme activators, primary screen, biochemical, luminescent, no phosphate acceptor, uHTS (AID 1001). Alkaline phosphatase, tissue-nonspecific isozyme (Homo sapiens). purified TNAP, luminescent activation assay, no phosphate acceptor; higher activation fold means a stronger effect. one-dose activation fold at 20 µM; EC50 in µM for titrated hits. 200,000 tested, 0.03% active; in the data active means activation fold from about 3, or a potency from the dose series; inactive means the rest, 99 in 100 with activation fold below about 1.6; further: many of its hits are not listed in these tables
Ins promoter up: insulin promoter activators in MIN6 cells, imaging, high-content screening, mouse beta cells; z-score at 5 µM; 190,000 tested, 0.3% active; AID 1625, 2009; MIN6 insulin promoter-GFP reporter; active compounds read high;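 active means z-score above 3 at 5 µM with at least 500 cells counted in the well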
Lipid droplet: inhibitors of hepatocyte lipid droplet formation, primary screen, imaging, high-throughput imaging, BODIPY stain; AML12 mouse hepatocytes, oleate lipid droplets; inhibition, % at 6.5 µM; 240,000 tested, 0.4% active;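 active means lipid droplet intensity inhibited by at least 50%, with more than 500 cells counted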
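Assay system: AML12 mouse liver cells | Compound dosing: One dose, 6.5 µM compound | Read-out basis: Droplet intensity reduction, % inhibition | Measured by: Fluorescence imaging, 20x objective, two fields per well | Schedule: Overnight treatment with compound plus oleate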
human PMI inhibition: inhibitors of human PMI, primary screen, biochemical, fluorescence intensity, coupled assay (AID 1209); inhibition, % at 20 µM, or IC50 in µM where a hit was titrated; 190,000 tested, 0.42% active; Mannose-6-phosphate isomerase (Homo sapiens); purified PMI enzyme, coupled fluorescence intensity; higher % means a stronger effect;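 further: plate controls were DMSO vehicle for no effect and wells lacking substrate for full effect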
PMI inhibition: human PMI inhibitors, high substrate, primary screen, biochemical, fluorescence intensity, high mannose 6-phosphate (AID 1220); recombinant PMI enzyme, coupled fluorescence intensity; higher % means a stronger effect; one-dose inhibition, % at 20 µM; IC50 in µM for titrated hits; 190,000 tested, 0.66% active
b-catenin transl: modulators of beta-catenin nuclear translocation, primary screen, imaging, HeLa cells, immunofluorescence, high-content; nuclear translocation activity, % at 5 µM; 190,000 tested, 0.3% active;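 active means nuclear translocation activity above 50% at 5 µM, with a well cell count of 50 or more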;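 further: per-cell ratio of nuclear to cytoplasmic median beta-catenin stain intensity; plate controls were DMSO negative control for no effect and GSK-3 inhibitor IX positive control for full effect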
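Read-out: Nuclear/cytoplasmic beta-catenin signal ratio, % activation | Assay system: Human HeLa cell line | Times: 24 h compound exposure at 37°C, 5% CO2 | Signal: Fluorescence imaging of beta-catenin antibody stain plus DAPI | Dosing: 5 µM primary, 0.02–20 µM confirmation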
Autophagy HCS: autophagy modulators in MEF cells, primary screen, imaging, high-content, MEF GFP-LC3. MEF GFP-LC3 puncta imaging; test concentration mostly 10 µM. calls only at 10 µM (by protocol). 190,000 tested, 0.98% active. AID 463193, 2010;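 active means percentage of spot-positive cells more than 3 SD above its plate mean, without a fluorescence outlier flag or 80% toxicity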;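 further: spot-positive cell cutoff set from DMSO-treated cells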
T cell modulator: modulators of CD8 T cell-vesicle binding, primary screen, mouse 2C CD8+ T cells, flow cytometry; calls only at 7 µM; AID 2052, 2009; 2C CD8+ T cell-vesicle binding; active compounds read low; 330,000 tested, 0.068% active;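 active means response, share of CD8 T cells binding vesicles, and their 90th percentile fluorescence all below set limits, cut at about 80% in these data, passing the limit was not always enough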
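Assay system – 2C mouse CD8+ T cells · Also added – QL9-loaded Drosophila micro-vesicles · Timing – Cell–vesicle co-incubation 1.5 h at 37 °C, staining 20 min on ice · Signal – flow cytometry of vesicle-bound cells · Measure – percent CD8+ FL2 mean versus row control · Controls – Peptide-free naked vesicles (low) and QL9 vesicles with 0.7% DMSO vehicle (high)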
MT stabilizer: microtubule stabilizers in HeLa cells, primary screen, imaging, high-content imaging | HeLa tubulin immunostaining HCS, 24 h; share of cells brighter than vehicle mean+2SD | % tubulin-high responders, % at 10 µM | 200,000 tested, 0.83% active | AID 2205, 2009;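 active means plate Z-score above 3 for both tubulin-high and condensed-nucleus cell shares, with cell loss under 80%, at 10 µM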;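 further: anti alpha tubulin signal scored within the nucleus-defined area of each cell; some results filed as inactive read as strong as hits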
Ins promoter up cell count: also measured in Ins promoter up; calls as there; cell count; measured here: cytotoxicity, nuclei count;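 total cells summed across four imaged fields per well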
Lipid droplet cells 6.5 µM: recorded beside Lipid droplet, whose call it bears; cell count; measured here: cell count, cytotoxicity flag;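 cells counted across two imaged fields per well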
b-catenin transl cell count 5 µM: second read-out of b-catenin transl, no call of its own (marks repeat the call); cell count; measured here: cell count, cytotoxicity flag
T cell modulator vesicle-bound %: further read-out of T cell modulator, marked with its call; double positive events, %; measured here: CD8+ vesicle-bound cell fraction;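 binding gate set so that unloaded-vesicle control wells show 10% double positive cells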
MT stabilizer Hoechst-high %: further read-out of MT stabilizer, marked with its call; % Hoechst-high responders; measured here: nuclear condensation Hoechst responders;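 share of cells brighter than vehicle mean plus two SD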
MT stabilizer cytotoxicity %: also measured in MT stabilizer; calls as there; toxicity, %; measured here: cytotoxicity by cell density;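 0% = mean cell density of plate MIN control wells and 100% = no cells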
Autophagy HCS cell loss 18 h: second read-out of Autophagy HCS, no call of its own (marks repeat the call); toxicity, %; measured here: cell loss, nuclei count;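 cell loss after 18 h compound exposure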
* marks the source's active call; other numbers are inactive results; & = joins results of further samples. Unless noted, no stated cut-off is given here; in the data, active means inhibition above about 50%; inactive means the rest.

What do the screens show for `O=C(N/N=C/c1ccco1)c1ccccc1OCc1ccccc1Cl`?
TNAP activators: 1; Ins promoter up: 0.39; Lipid droplet: -14.0; human PMI inhibition: 10.6%; PMI inhibition: 10.7%; b-catenin transl: -0.5; Autophagy HCS: inactive; T cell modulator: inactive; MT stabilizer: 1.8; Ins promoter up cell count: 1302; Lipid droplet cells 6.5 µM: 740; b-catenin transl cell count 5 µM: 482; T cell modulator vesicle-bound %: 59.5; MT stabilizer Hoechst-high %: 2.0; MT stabilizer cytotoxicity %: 1.7; Autophagy HCS cell loss 18 h: -11.5

How did CC(C)(C)C1CCC(=NNC(=O)c2ccccc2-n2cccc2)CC1 (stereo not given) do in these assays?
TNAP activators: 1.1; Ins promoter up: 0.26; Lipid droplet: -1.5; human PMI inhibition: 21.0%; PMI inhibition: 10.6%; b-catenin transl: -2.2; Autophagy HCS: inactive; T cell modulator: inactive; MT stabilizer: 7.5; Ins promoter up cell count: 1508; Lipid droplet cells 6.5 µM: 594; b-catenin transl cell count 5 µM: 1143; T cell modulator vesicle-bound %: 18.1; MT stabilizer Hoechst-high %: 2.7; MT stabilizer cytotoxicity %: 9.4; Autophagy HCS cell loss 18 h: -0.3

What do the screens show for `COc1ccc([N+](=O)[O-])cc1/C=N/NC(=O)CNC(=O)C(c1ccccc1)c1ccccc1`?
TNAP activators: 1.2; Ins promoter up: -0.55; Lipid droplet: 10.2; human PMI inhibition: 9.3%; PMI inhibition: 14.8%; b-catenin transl: -0.9; Autophagy HCS: inactive; T cell modulator: inactive; MT stabilizer: 1.9; Ins promoter up cell count: 1436; Lipid droplet cells 6.5 µM: 629; b-catenin transl cell count 5 µM: 1183; T cell modulator vesicle-bound %: 62.7; MT stabilizer Hoechst-high %: 2.0; MT stabilizer cytotoxicity %: 2.2; Autophagy HCS cell loss 18 h: 24.4

What do the screens show for `CC1CN(c2nc3c(c(=O)n(Cc4ccc(Cl)c(Cl)c4)c(=O)n3C)n2C)CC(C)O1` (stereo not given)?
TNAP activators: 1; Ins promoter up: 0.53; Lipid droplet: -6.3; human PMI inhibition: 8.4%; PMI inhibition: 4.6%; Autophagy HCS: inactive; T cell modulator: inactive; MT stabilizer: 6.4; Ins promoter up cell count: 1295; Lipid droplet cells 6.5 µM: 745; T cell modulator vesicle-bound %: 31.5; MT stabilizer Hoechst-high %: 2.5; MT stabilizer cytotoxicity %: 5.2; Autophagy HCS cell loss 18 h: 22.4

How did CCC(C)N(C)C(=O)c1cc2ccccc2c(-c2ccccc2Cl)n1 (stereo not given) do in these assays?
TNAP activators: 1; Ins promoter up: 0.21; Lipid droplet: -7.7; human PMI inhibition: 8.4%; PMI inhibition: 5.2%; b-catenin transl: 1.9; Autophagy HCS: inactive; T cell modulator: inactive; MT stabilizer: 1.9; Ins promoter up cell count: 1167; Lipid droplet cells 6.5 µM: 670; b-catenin transl cell count 5 µM: 1119; T cell modulator vesicle-bound %: 13.5; MT stabilizer Hoechst-high %: 2.6; MT stabilizer cytotoxicity %: 6.3; Autophagy HCS cell loss 18 h: -0.7

What do the screens show for `COc1ccc(N2CCN(C(=O)CSc3nnc4ncccn34)CC2)cc1`?
TNAP activators: 1.1; Ins promoter up: 0.11; human PMI inhibition: -1.7%; PMI inhibition: 4.8%; b-catenin transl: -3.5; Autophagy HCS: inactive; T cell modulator: inactive; MT stabilizer: 3.2; Ins promoter up cell count: 1200; b-catenin transl cell count 5 µM: 777; T cell modulator vesicle-bound %: 49.7; MT stabilizer Hoechst-high %: 1.8; MT stabilizer cytotoxicity %: 2.8; Autophagy HCS cell loss 18 h: -5.0

What do the screens show for `COCCc1ccc(OCC(O)CNC(C)C)cc1` (stereo not given)?
TNAP activators: 1.1; Lipid droplet: -36.7; human PMI inhibition: 7.9%; PMI inhibition: 0.5%; b-catenin transl: -5.9; Autophagy HCS: inactive; T cell modulator: inactive; MT stabilizer: 5.4; Lipid droplet cells 6.5 µM: 709; b-catenin transl cell count 5 µM: 598; T cell modulator vesicle-bound %: 61.3&18.9&21.3; MT stabilizer Hoechst-high %: 3.1; MT stabilizer cytotoxicity %: 7.1; Autophagy HCS cell loss 18 h: 7.1

What do the screens show for `O=C(Nc1cc(Cl)ccc1Oc1ccccc1)c1ccc(F)cc1`?
TNAP activators: 0.9; Ins promoter up: 0.51; Lipid droplet: 2.0; human PMI inhibition: 10.3%; PMI inhibition: -3.7%; b-catenin transl: 0.7; Autophagy HCS: inactive; T cell modulator: inactive; MT stabilizer: 4.1; Ins promoter up cell count: 1473; Lipid droplet cells 6.5 µM: 677; b-catenin transl cell count 5 µM: 1082; T cell modulator vesicle-bound %: 49.0; MT stabilizer Hoechst-high %: 1.9; MT stabilizer cytotoxicity %: 3.8; Autophagy HCS cell loss 18 h: 7.6

What do the screens show for `Cc1ccc(Cn2ccc(NC(=O)c3cc(-c4ccccc4)on3)n2)cc1`?
TNAP activators: 1; Ins promoter up: -0.2; Lipid droplet: -1.9; human PMI inhibition: -4.2%; PMI inhibition: -10.6%; b-catenin transl: 0.2; Autophagy HCS: inactive; T cell modulator: inactive; MT stabilizer: 2.8; Ins promoter up cell count: 1207; Lipid droplet cells 6.5 µM: 773; b-catenin transl cell count 5 µM: 887; T cell modulator vesicle-bound %: 8.8; MT stabilizer Hoechst-high %: 1.4; MT stabilizer cytotoxicity %: 9.2; Autophagy HCS cell loss 18 h: 4.2

How did O=C(/C=C/c1ccccc1)NCC1(c2ccccc2)CCOCC1 do in these assays?
Ins promoter up: 0.25; Lipid droplet: -4.3; b-catenin transl: 0.5; T cell modulator: inactive; Ins promoter up cell count: 959; Lipid droplet cells 6.5 µM: 616; b-catenin transl cell count 5 µM: 1310; T cell modulator vesicle-bound %: 30.0

What do the screens show for `COc1cc(OC)c(NC(=O)CCNC(=O)Cn2cnc3ccccc3c2=O)cc1Cl`?
TNAP activators: 1; Ins promoter up: 0.34; human PMI inhibition: -1.0%; PMI inhibition: 11.4%; b-catenin transl: -4.3; Autophagy HCS: inactive; T cell modulator: inactive; MT stabilizer: 4.8; Ins promoter up cell count: 1600; b-catenin transl cell count 5 µM: 1440; T cell modulator vesicle-bound %: 39.6; MT stabilizer Hoechst-high %: 2.3; MT stabilizer cytotoxicity %: 5.8; Autophagy HCS cell loss 18 h: 2.2

Results for O=C(NCc1ccco1)c1cnn2c(C(F)(F)F)cc(-c3ccco3)nc12 ?
TNAP activators: 1.1; Ins promoter up: -0.25; Lipid droplet: -3.7; human PMI inhibition: -6.7%; PMI inhibition: -10.6%; Autophagy HCS: inactive; T cell modulator: inactive; MT stabilizer: 1.2; Ins promoter up cell count: 896; Lipid droplet cells 6.5 µM: 751; T cell modulator vesicle-bound %: 51.2; MT stabilizer Hoechst-high %: 1.3; MT stabilizer cytotoxicity %: 5.6; Autophagy HCS cell loss 18 h: 10.6

What do the screens show for `COc1ccc(N(C)S(=O)(=O)c2cccc(C(=O)Nc3nc4ccccc4[nH]3)c2)cc1`?
TNAP activators: 1.3; Ins promoter up: -3.07; Lipid droplet: 0.6; human PMI inhibition: 12.0%; PMI inhibition: -5.4%; b-catenin transl: -3.0; Autophagy HCS: inactive; T cell modulator: inactive; MT stabilizer: 3.2; Ins promoter up cell count: 1498; Lipid droplet cells 6.5 µM: 719; b-catenin transl cell count 5 µM: 1100; T cell modulator vesicle-bound %: 40.8; MT stabilizer Hoechst-high %: 0.6; MT stabilizer cytotoxicity %: 22.7; Autophagy HCS cell loss 18 h: 2.5

What do the screens show for `CC(=O)c1c(C)c(C)c2n1CCn1c(C)ccc1-2`?
Ins promoter up: -0.47; Lipid droplet: 0.6; b-catenin transl: 0.8; T cell modulator: inactive; Ins promoter up cell count: 1135; Lipid droplet cells 6.5 µM: 698; b-catenin transl cell count 5 µM: 1366; T cell modulator vesicle-bound %: 21.1

What do the screens show for `COc1ccc(N2CCN(Cc3nc(N)nc(N4CCCc5ccccc54)n3)CC2)cc1`?
TNAP activators: 1.1; Ins promoter up: -0.14; human PMI inhibition: 4.0%; PMI inhibition: 4.2%; b-catenin transl: -3.1; Autophagy HCS: inactive; T cell modulator: inactive; MT stabilizer: 2.9; Ins promoter up cell count: 1558; b-catenin transl cell count 5 µM: 966; T cell modulator vesicle-bound %: 43.0; MT stabilizer Hoechst-high %: 2.2; MT stabilizer cytotoxicity %: 5.4; Autophagy HCS cell loss 18 h: 8.3

Results for O=C(NC1CCCCC1)c1ccc(CNc2c(N3CCOCC3)c(=O)c2=O)cc1 ?
TNAP activators: 1.1; Ins promoter up: -0.6; human PMI inhibition: -0.9%; PMI inhibition: -6.5%; Autophagy HCS: inactive; T cell modulator: inactive; MT stabilizer: 6.2; Ins promoter up cell count: 961; T cell modulator vesicle-bound %: 42.4; MT stabilizer Hoechst-high %: 2.4; MT stabilizer cytotoxicity %: 6.2; Autophagy HCS cell loss 18 h: 4.3
